# NCOA2 inhibitor – inhibits human steroid receptor coactivator 2; HEK293 GAL4-SRC2 luciferase reporter, luminescence; inhibition, % at 9 µM; 370,000 compounds, 0.17% hits;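 active = inhibition above the mean inhibition of all tested compounds plus 3 SD, set per campaign, cut at about 52% in these data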;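 note: 0% = DMSO treated cells and 100% = cells given Gossypol at 36 µM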
# NCOA1 inh – human NCOA1 inhibition. Q15788. HEK293 GAL4-SRC1 luciferase reporter, luminescence. inhibition, % at 3.6 µM. 360,000 compounds, 0.12% hits. AID 588354;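 active = inhibition above the campaign mean plus 3 SD, with each screening campaign given its own cutoff, cut at about 60% in these data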;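 note: 0% = DMSO treated cells and 100% = gossypol at 36 µM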
# TRAIL sens C8 – sensitizes caspase-8 expressing cells to TRAIL. NB7+C8 cells + TRAIL, ATPlite viability luminescence. inhibition (viability loss, TRAIL sensitization), % at 10 µM. 360,000 compounds, 1% hits;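 active = compounds causing at least 50% loss of cell viability in the single-dose screen, relative to plate controls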
# EBV LMP1 NFkB – inhibitors of Epstein-Barr LMP1-induced NF-kappaB reporter; 350,000 compounds, 0.69% hits; inhibition, % at 12.5 µM; AID 504558; LMP1-induced NF-kappaB luciferase reporter cells, luminescence; in the data active = inhibition above about 41%;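 note: 0% = neutral control wells and 100% = reference inhibitor control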
# TLR9-MyD88 inh – blocks human TLR9 binding to MyD88 | Q9NR96+Q99836 | CHO BLA complementation TLR9-MyD88, CCF4 FRET ratio | inhibition, % at 4.98 µM | 340,000 compounds, 0.21% hits;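 active = inhibition above the mean over all tested compounds plus 3 SD, cut at about 21% in these data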;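 note: 0% = DMSO only wells and 100% = clavulanate BLA inhibitor control wells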
# COUP-TFII inh – NR2F2 (human) inhibition, primary screen; inhibition, % at 8.6 µM; P24468; AID 686940; HEK293T NGFI-A luciferase reporter, luminescence; 370,000 compounds, 0.7% hits;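 active = inhibition above a per-plate cutoff, mean inhibition of test wells between control levels plus 3 SD, cut at about 38% in these data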;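 note: cells cotransfected with COUP-TFII expression vector driving the NGFI-A reporter; 0% = median of COUP-TF2 test wells and 100% = reporter-only cells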
# Target sequence (P24468 whole entry, looked up): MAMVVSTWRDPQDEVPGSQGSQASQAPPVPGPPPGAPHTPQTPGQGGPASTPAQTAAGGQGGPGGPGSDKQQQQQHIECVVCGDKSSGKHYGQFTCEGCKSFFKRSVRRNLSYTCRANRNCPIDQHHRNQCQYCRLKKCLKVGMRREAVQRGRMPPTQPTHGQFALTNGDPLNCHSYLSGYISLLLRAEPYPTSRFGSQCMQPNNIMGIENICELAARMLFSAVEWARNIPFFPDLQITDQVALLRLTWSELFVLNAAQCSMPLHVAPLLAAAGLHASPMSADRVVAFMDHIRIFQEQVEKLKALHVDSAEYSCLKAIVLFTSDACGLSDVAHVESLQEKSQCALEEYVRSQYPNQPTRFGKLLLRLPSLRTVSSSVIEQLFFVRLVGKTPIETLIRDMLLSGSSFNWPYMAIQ
# SRC3 inh – human NCOA3 inhibition. Q9Y6Q9. HEK293 GAL4-SRC3 luciferase reporter, luminescence. inhibition, % at 3.6 µM. 360,000 compounds, 0.17% hits;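 active = inhibition above a per-campaign cutoff, the mean of all compounds plus 3 SD, cut at about 60% in these data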;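 note: 0% = DMSO-treated cells and 100% = gossypol-treated cells at 36 µM; higher means less SRC3-driven luciferase light from the GAL4 reporter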
# Vif inh – blocks HIV Vif function; HEK293T cells, Vif self-association by quenched fluorescence, imaging, 24 h; inhibition, % at 7.49 µM; 340,000 compounds, 0.35% hits; AID 602346; in the data active = inhibition above about 50%, passing the limit was not always enough; note: some results filed as inactive read as strong as hits
# TROY NFkB inh – inhibitors of TROY-dependent NF-kB signaling; Q293 LMP1-TROYcd NF-kB luciferase reporter, 4 h; inhibition, % at 10 µM; 360,000 compounds, 0.98% hits; AID 1347056;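 active = compounds whose plate-normalised and pattern-corrected inhibition of the luciferase reporter signal at the single screening dose is 50% or more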
# NOD2-RIPK2 inh – inhibitors of human NOD2-RIPK2 interaction; 360,000 compounds, 0.38% hits; O43353; inhibition, % at 4.98 µM; CHO BLA complementation NOD2-RIPK2, CCF4 ratio; AID 624267; in the data active = inhibition above about 21%;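 note: 0% = vehicle only and 100% = reference blocker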
# NR5A2 inv ag – suppresses constitutive activity of human LRH-1 | 360,000 compounds, 0.13% hits | O00482 | inhibition, % at 3.6 µM | HEK293T StAR-luciferase reporter, LRH-1 transfected, 24 h;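 active = inhibition above the mean inhibition of all tested compounds plus 3 SD, cut at about 73% in these data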;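 note: 0% = DMSO wells and 100% = reporter-only cells lacking LRH-1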
# Target sequence (O00482 whole entry, looked up): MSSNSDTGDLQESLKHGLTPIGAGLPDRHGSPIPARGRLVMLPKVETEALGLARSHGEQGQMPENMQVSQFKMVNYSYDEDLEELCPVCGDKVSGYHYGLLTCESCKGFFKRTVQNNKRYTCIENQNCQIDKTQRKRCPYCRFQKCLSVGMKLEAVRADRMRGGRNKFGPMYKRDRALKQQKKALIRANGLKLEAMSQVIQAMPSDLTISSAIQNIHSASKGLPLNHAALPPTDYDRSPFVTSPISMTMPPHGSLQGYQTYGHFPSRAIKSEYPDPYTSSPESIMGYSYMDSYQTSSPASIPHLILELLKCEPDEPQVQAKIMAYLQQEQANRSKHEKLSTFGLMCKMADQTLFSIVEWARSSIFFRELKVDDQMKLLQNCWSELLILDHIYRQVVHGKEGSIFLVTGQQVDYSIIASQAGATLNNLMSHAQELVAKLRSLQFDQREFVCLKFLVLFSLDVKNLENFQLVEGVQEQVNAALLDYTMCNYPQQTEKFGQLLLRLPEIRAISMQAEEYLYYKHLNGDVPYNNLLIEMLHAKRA
# Active calls of the source: *; i = inactive; · = not tested or not shown. Only part of the results is shown. The share of hits here may be higher or lower than overall.
[1] COC(=O)C(C)Oc1cc(C)cc2oc(=O)c3c(c12)CCC3 (stereo not drawn)
[2] CCCN(CCC)C1CCc2ccc(O)cc2C1 (stereo not drawn)
[3] O=c1c2ccccc2nc(Cc2cccc([N+](=O)[O-])c2)n1-c1ccc(O)cc1
[4] C=CCn1c(O)c(C(CC)=NCCC2=CCCCC2)c(=O)[nH]c1=O
[5] Cc1cccc(NC(=O)N2CC3CC(C2)c2cccc(=O)n2C3)c1 (stereo not drawn)
[6] Cc1cccc(N2C(=O)CC(=O)NC2=O)c1
[7] NP(=O)(Nc1ccccc1)Nc1ccccc1
[8] CN1CCN(c2nc3ccccc3o2)CC1

Screen / compound no.	1	2	3	4	5	6	7	8
NCOA2 inhibitor	-54	-9	10	-45	8	-14	-9	-23
NCOA1 inh	-1	6	-14	-17	10	-1	-12	-33
TRAIL sens C8	4	-5	-4	-6	-11	2	-1	-8
EBV LMP1 NFkB	2	1	3	7	-26	2	8	0
TLR9-MyD88 inh	2	-8	-10	-11	0	-5	-1	-11
COUP-TFII inh	-21	-8	7	-10	18	9	-9	-9
SRC3 inh	5	-12	3	17	2	12	-16	7
Vif inh	9	-2	-11	-8	4	11	6	10
TROY NFkB inh	-5	12	2	-15	-11	11	4	0
NOD2-RIPK2 inh	-2	0	-6	-2	-1	7	-3	-7
NR5A2 inv ag	65	-23	1	3	-14	1	16	0

[9] O=c1[nH]c(=O)n(Cc2ccc(F)cc2)c(O)c1C=NCCN1CCCCC1
[10] Cn1cc(C(=O)OCC(=O)Nc2ccccc2)c2ccccc21
[11] CNCC(O)c1cc(F)c(OCc2ccccc2)c(OCc2ccccc2)c1F (stereo not drawn)
[12] COc1cc2c(c(OC)c1OC)-c1ccc(O)c(=O)cc1[C@@H](NC(C)=O)CC2
[13] CCn1cc(C=C2C(=O)N(C)C(=O)N(C)C2=O)c2ccccc21
[14] Cn1c(N)c(C(=O)COC(=O)Cc2ccccc2)c(=O)n(C)c1=O
[15] Cc1cc(O)c2c(c1)C(=O)C13C(=C2O)C(=O)[C@H]2[C@@H](O)[C@@H]1[C@H]1[C@H](O)[C@@H]3C(=O)C3=C(O)c4c(O)cc(C)cc4C(=O)C312 (stereo partly drawn)
[16] Nc1ncnc2c1ccn2[C@@H]1O[C@H](CO)[C@@H](O)[C@H]1O

Screen / compound no.	9	10	11	12	13	14	15	16
NCOA2 inhibitor	-3	10	14	5	-17	-6	·	64*
NCOA1 inh	-2	3	5	-2	5	1	19	82*
TRAIL sens C8	14	-5	4	18	5	-7	11	88*
EBV LMP1 NFkB	1	1	-2	-1	-5	-5	12	92*
TLR9-MyD88 inh	-1	-8	-22	8	-2	1	-5	-2
COUP-TFII inh	4	12	6	0	16	3	·	64*
SRC3 inh	9	-17	13	-15	14	-23	40	89*
Vif inh	-7	-4	21	-3	-1	26	i	-39
TROY NFkB inh	-11	20	8	6	8	14	8	52*
NOD2-RIPK2 inh	0	-8	-9	-6	9	1	-4	-26
NR5A2 inv ag	-1	-1	18	13	8	15	42	103*

# Arranged by SMILES length (ascending): part of the list above.
[8] CN1CCN(c2nc3ccccc3o2)CC1
[7] NP(=O)(Nc1ccccc1)Nc1ccccc1
[6] Cc1cccc(N2C(=O)CC(=O)NC2=O)c1
[10] Cn1cc(C(=O)OCC(=O)Nc2ccccc2)c2ccccc21
[11] CNCC(O)c1cc(F)c(OCc2ccccc2)c(OCc2ccccc2)c1F (stereo not drawn)
[14] Cn1c(N)c(C(=O)COC(=O)Cc2ccccc2)c(=O)n(C)c1=O
[9] O=c1[nH]c(=O)n(Cc2ccc(F)cc2)c(O)c1C=NCCN1CCCCC1
[12] COc1cc2c(c(OC)c1OC)-c1ccc(O)c(=O)cc1[C@@H](NC(C)=O)CC2

Screen / compound no.	8	7	6	10	11	14	9	12
NCOA2 inhibitor	-23	-9	-14	10	14	-6	-3	5
NCOA1 inh	-33	-12	-1	3	5	1	-2	-2
TRAIL sens C8	-8	-1	2	-5	4	-7	14	18
EBV LMP1 NFkB	0	8	2	1	-2	-5	1	-1
TLR9-MyD88 inh	-11	-1	-5	-8	-22	1	-1	8
COUP-TFII inh	-9	-9	9	12	6	3	4	0
SRC3 inh	7	-16	12	-17	13	-23	9	-15
Vif inh	10	6	11	-4	21	26	-7	-3
TROY NFkB inh	0	4	11	20	8	14	-11	6
NOD2-RIPK2 inh	-7	-3	7	-8	-9	1	0	-6
NR5A2 inv ag	0	16	1	-1	18	15	-1	13

# Other entries follow:
[17] CC(C)(C)[C@]1(O)C[C@@H]2OC(=O)C[C@@]23C(=O)O[C@@H]2OC(=O)[C@H](O)[C@]213
[18] Cc1ccccc1-n1c(O)c(/C=N/NC(=O)c2ccncc2)c(=O)[nH]c1=O
[19] COc1ccccc1NC1=NCCS1
[20] NCCNc1ccc([N+](=O)[O-])c2cccnc12
[21] COc1ccc2c(c1O)C13CCN(C)C(C2)C1CCC(=O)C3 (stereo not drawn)
[22] CC1C(=O)OC2CCN3CC4OC4(COC(=O)C(C)(O)C1(C)O)C23 (stereo not drawn)
[23] Cc1ccccc1NS(=O)(=O)c1ccc(OCC(=O)N2CCN(C)CC2)cc1
[24] CO[C@H]1C=C2CCN(C)[C@H]2C2c3cc4c(cc3C(=O)O[C@@H]21)OCO4 (stereo partly drawn)

Screen / compound no.	17	18	19	20	21	22	23	24
NCOA2 inhibitor	-8	11	-2	-39	-8	13	0	9
NCOA1 inh	-5	3	1	15	0	0	-10	-45
TRAIL sens C8	-10	3	4	-7	-9	7	-25	-2
EBV LMP1 NFkB	-5	1	-9	17	·	0	0	-3
TLR9-MyD88 inh	-7	-1	-16	-2	·	-9	-21	-11
COUP-TFII inh	5	6	6	12	-6	7	-3	5
SRC3 inh	11	6	1	2	-5	1	1	-19
Vif inh	6	-2	2	13	1	17	9	41
TROY NFkB inh	-6	-19	1	-20	-31	-9	-30	-15
NOD2-RIPK2 inh	-8	-1	-2	2	-7	1	0	-8
NR5A2 inv ag	-27	-12	1	0	0	3	11	12

[25] Cn1cc(C=O)c2nccnc21
[26] O=C(COC(=O)Cc1ccccc1)Nc1ncc(Cl)cc1Cl
[27] CSc1ncc(CN2CCCC(C(=O)c3ccccc3SC)C2)cn1 (stereo not drawn)
[28] Cc1ccc(-c2cc(-c3ccccc3)cc(-c3ccccc3)[n+]2-c2ccc(C(=O)O)cc2)cc1
[29] COc1ccc(O)c(CN2CCCC(C(=O)c3sccc3C)C2)c1 (stereo not drawn)
[30] CCOC(=O)C(O)(c1ccc(NC(=O)c2ccc(Cl)c(Cl)c2)cc1)C(F)(F)F (stereo not drawn)
[31] CC(C)(C)n1nnnc1C(c1ccnc2ccccc12)N1CCC2(CC1)C(=O)NCN2c1ccccc1 (stereo not drawn)
[32] C[C@]12CCC3C(CC[C@H]4C[C@H](O)CC[C@]34C)C1C[C@H](O)[C@H]2O (stereo partly drawn)

Screen / compound no.	25	26	27	28	29	30	31	32
NCOA2 inhibitor	8	-19	13	-14	-20	-15	-6	-4
NCOA1 inh	-5	-8	-13	2	-4	19	9	7
TRAIL sens C8	1	1	7	-6	9	-9	9	-6
EBV LMP1 NFkB	6	-1	-3	-9	2	-15	·	8
TLR9-MyD88 inh	-10	-2	4	5	-7	5	·	-8
COUP-TFII inh	-20	-1	-10	-11	5	-27	-9	-9
SRC3 inh	3	11	3	7	5	24	-3	-16
Vif inh	-11	-4	-10	4	-11	-14	1	3
TROY NFkB inh	-10	-16	-10	9	4	17	-11	4
NOD2-RIPK2 inh	-6	0	1	-2	-9	6	-3	-12
NR5A2 inv ag	-27	-12	1	2	10	6	-28	4

[33] CCOC(=O)CNC(=O)N1Cc2cc(N3CCOCC3)ccc2-n2nncc2C1
[34] CCCCn1c(O)c(C(CC)=NCc2ccc(F)cc2)c(=O)[nH]c1=O
[35] COc1ccc(CC2C(=O)N(C)C(=O)N(C)C2=O)c(OC)c1
[36] O=C(c1cccc(C(F)(F)F)c1)C1CCCN(Cc2ncc[nH]2)C1 (stereo not drawn)
[37] CCCCNS(=O)(=O)c1ccc(OCC(=O)N2CCN(Cc3ccc4c(c3)OCO4)CC2)cc1
[38] CNCCCc1ccccc1
[39] COc1ccc(-n2nnnc2C(c2ccnc3ccccc23)N2CCC(n3c(=O)[nH]c4ccccc43)CC2)cc1 (stereo not drawn)
[40] NS(=O)(=O)OC(CCc1ccccc1)C(Cl)(Cl)Cl (stereo not drawn)

Screen / compound no.	33	34	35	36	37	38	39	40
NCOA2 inhibitor	1	13	-5	10	-2	0	-21	4
NCOA1 inh	-21	3	-24	-2	20	11	11	-2
TRAIL sens C8	5	3	-2	3	13	-6	1	0
EBV LMP1 NFkB	·	12	8	-12	17	0	·	4
TLR9-MyD88 inh	·	2	0	·	-23	5	·	7
COUP-TFII inh	-19	-10	-11	13	35	9	-5	7
SRC3 inh	16	-6	-5	1	33	2	13	11
Vif inh	-2	-19	4	-6	-19	7	4	-5
TROY NFkB inh	1	17	10	5	8	-31	10	-8
NOD2-RIPK2 inh	-18	0	0	-9	-1	-4	0	-7
NR5A2 inv ag	6	5	-4	-6	32	28	-3	-3

[41] CSCCC(N=Cc1c(O)n(-c2ccc(F)cc2)c(=O)[nH]c1=O)C(=O)OC(C)(C)C (stereo not drawn)
[42] COc1ccc2c(c1OC)C(=O)O[C@H]2[C@@H]1c2cc3c(cc2CCN1C)OCO3
[43] Cc1nn(CC(C)C)c(Cl)c1C(=O)NC1CCCCC1
[44] COc1cc([C@@H]2c3cc4c(cc3[C@@H](OC)[C@H]3COC(=O)[C@H]23)OCO4)cc(OC)c1O
[45] CSc1nc(Cl)c(Br)c(N2CC2)n1
[46] CCCC(=O)N(C)C1=Nc2ccc(Cl)cc2C(c2ccccc2)=[N+]([O-])C1
[47] COC(=O)c1ccc(CC(C(=O)c2ccccc2)N(C)C)cc1 (stereo not drawn)
[48] Cc1nccc2c1[nH]c1ccccc12
[49] O=C(CN1CC(c2ccccc2)CC1=O)Nc1ccc(F)cc1 (stereo not drawn)
[50] O=C1CC(N2CC=C(c3ccc(F)cc3)CC2)C(=O)N1c1ccc(F)cc1 (stereo not drawn)
[51] CC1([N+](=O)[O-])COP(=O)(Nc2ccc(F)cc2)OC1 (stereo not drawn)

Screen / compound no.	41	42	43	44	45	46	47	48	49	50	51
NCOA2 inhibitor	12	15	-40	-6	-15	0	-60	14	-13	-12	-55
NCOA1 inh	-9	-5	-6	0	-4	6	-16	13	-3	4	0
TRAIL sens C8	-1	-24	-14	17	1	5	3	-4	-9	-4	11
EBV LMP1 NFkB	7	-4	-6	-2	-1	7	4	3	-10	2	-6
TLR9-MyD88 inh	2	-6	-9	-8	-10	-1	4	-18	1	-4	1
COUP-TFII inh	-10	9	-14	-5	21	-5	-13	5	7	-17	-4
SRC3 inh	-3	15	-14	-7	-5	-8	-35	8	1	15	2
Vif inh	-1	-2	·	·	17	-1	15	-2	0	2	0
TROY NFkB inh	-8	5	-38	11	11	0	-45	-15	-15	-20	8
NOD2-RIPK2 inh	11	-1	5	1	-1	-6	6	-4	-1	-8	-10
NR5A2 inv ag	6	8	0	12	15	-12	-56	-5	-1	-9	-4

# Source: PubChem
